Screens from PubChem.
DAGLB inhibitor = diacylglycerol lipase beta (human) inhibition; Q8NCG7; HEK293T DAGLB membrane lysate, EnzChek fluorogenic substrate; inhibition, % at 5.17 µM; hit rate 0.059% among 340,000; AID 504411; in the data active means inhibition above about 34%;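 further: 0% = enzyme with vehicle and 100% = wells lacking enzyme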
SR-BI HDL uptake = inhibitors of mouse SR-BI mediated HDL lipid uptake | inhibition, % at 12.5 µM | hit rate 0.96% among 320,000 | ldlA[mSR-BI] CHO cells, DiI-HDL uptake fluorescence, 3 h;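 active means mean replicate inhibition of at least 70% and a set share of replicates each scoring 70 or more; inconclusive means meets just one of the two criteria; inactive means fails both criteria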;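 further: 0% = median of neutral control wells and 100% = median of positive control wells; values of inactives mirror those of a sister screen read the other way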
Keap1-Nrf2 PPI = disrupts human Keap1 binding to Nrf2 peptide. Keap1 Kelch-Nrf2 peptide fluorescence polarization, 1536-well. AID 504523. inhibition, % at 9.4 µM. Q14145. hit rate 0.15% among 340,000; in the data active means inhibition above about 12%; inconclusive means no clear call, values can overlap the other calls; inactive means below about 7.3%;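 further: human Keap1 Kelch domain with fluorescein labeled Nrf2 9mer peptide probe; 0% = neutral control wells and 100% = peptide positive control; higher means more block of Keap1 binding to Nrf2 peptide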
Target sequence (Q14145 whole entry, looked up, the tested form may be a part): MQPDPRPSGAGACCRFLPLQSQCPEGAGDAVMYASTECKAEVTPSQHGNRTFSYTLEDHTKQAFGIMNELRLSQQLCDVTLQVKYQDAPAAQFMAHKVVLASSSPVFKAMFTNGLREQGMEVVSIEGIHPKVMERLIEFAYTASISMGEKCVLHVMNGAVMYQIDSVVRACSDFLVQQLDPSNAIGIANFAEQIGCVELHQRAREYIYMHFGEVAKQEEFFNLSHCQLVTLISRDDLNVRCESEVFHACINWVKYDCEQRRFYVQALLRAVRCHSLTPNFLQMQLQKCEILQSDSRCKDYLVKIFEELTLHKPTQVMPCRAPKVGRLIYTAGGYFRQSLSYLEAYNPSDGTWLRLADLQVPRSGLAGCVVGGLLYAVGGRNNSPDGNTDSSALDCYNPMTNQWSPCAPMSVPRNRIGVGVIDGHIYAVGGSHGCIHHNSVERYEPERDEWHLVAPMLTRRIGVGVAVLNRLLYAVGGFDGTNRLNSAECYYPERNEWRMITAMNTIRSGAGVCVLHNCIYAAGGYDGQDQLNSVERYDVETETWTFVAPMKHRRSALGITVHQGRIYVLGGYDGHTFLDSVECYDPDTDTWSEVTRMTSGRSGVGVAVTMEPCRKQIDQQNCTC
Arrestin-AP2 inh = inhibitors of human beta-arrestin and AP2 interaction. FITC-arrestin peptide / GST-AP2 beads, flow cytometry; AP2 beta2 appendage carries R879A mutation. inhibition, % at 10 µM. hit rate 0.31% among 340,000. AID 504490;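 active means inhibition above a set limit, near 3 SD of compounds lacking own fluorescence, cut at about 54% in these data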;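 further: plate controls were DMSO wells for no effect and 5 µM unlabelled arrestin peptide for full effect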
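Material – AP2 appendage R879A on GSH beads · Buffer or medium – PBS with 0.05% Tween 20 and 0.1% BSA · Probe or stimulus – fluorescein-tagged arrestin peptide at 50 nM final · Incubation – compound with beads 12 min RT, then probe 1 h RT · Detection – high-throughput flow cytometry of beads, ex 488, em 535 nm · Evaluation – percent response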
SR-BI uptake up = activators of SR-BI mediated HDL lipid uptake | CHO ldlA[mSR-BI] cells, DiI-HDL uptake fluorescence, 3 h; 100 = double the neutral-control signal | activation, % at 12.5 µM | hit rate 0.096% among 320,000 | AID 504775;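 active means mean replicate activation of at least 60% and every replicate at or above 60%; inconclusive means mean or all-replicate condition met, but not both; inactive means mean below 60% and not all replicates reaching 60%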;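 further: 0% = median plate neutral-control signal and 100% = twice that signal; values of inactives mirror those of a sister screen read the other way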
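System: CHO ldlA[mSR-BI] cells / Medium: HEPES-buffered (25 mM, pH 7.4) F12 plus 0.5% BSA / Probe or stimulus: labelled HDL, 10 µg/mL / Doses: single compound concentration, delivered by pin transfer / Schedule: 3 h, 37 °C / Measured by: DiI fluorescence, bottom read / Measure: cell-associated DiI fluorescence as measure of HDL uptake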
PvdQ acylase = P. aeruginosa PvdQ acylase inhibition | hit rate 0.063% among 340,000 | purified PvdQ acylase, fluorescence plate reader | inhibition, % at 10 µM | AID 488965; in the data active means inhibition above about 30%, passing the limit was not always enough; inconclusive means no clear call, values can overlap the other calls;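 further: 0% = vehicle neutral wells and 100% = reference inhibitor wells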
NSD2 inh = inhibitors of human histone methyltransferase NSD2; O96028; NSD2 peptide methylation, AlphaScreen, 120 min; inhibition, % at 12.5 µM; hit rate 0.54% among 310,000; in the data active means inhibition above about 50%
PKA-R2B activ = activates the human PKA-R2B holoenzyme complex. P22694+P31323. PKA-R2B holoenzyme dissociation, Cy5-IP20 fluorescence polarization; R2B truncated from residue 108, S112A mutant; 0% DMSO only, 100% 113 µM cGMP. activation, % at 11.4 µM. hit rate 0.079% among 340,000;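 active means activation above a cutoff set at the mean over all compounds plus 3 SD, cut at about 18% in these data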;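 further: higher means more holoenzyme dissociation and a rise in polarization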
Target sequence (P31323 whole entry, looked up, other chains not shown, the tested form may be a part): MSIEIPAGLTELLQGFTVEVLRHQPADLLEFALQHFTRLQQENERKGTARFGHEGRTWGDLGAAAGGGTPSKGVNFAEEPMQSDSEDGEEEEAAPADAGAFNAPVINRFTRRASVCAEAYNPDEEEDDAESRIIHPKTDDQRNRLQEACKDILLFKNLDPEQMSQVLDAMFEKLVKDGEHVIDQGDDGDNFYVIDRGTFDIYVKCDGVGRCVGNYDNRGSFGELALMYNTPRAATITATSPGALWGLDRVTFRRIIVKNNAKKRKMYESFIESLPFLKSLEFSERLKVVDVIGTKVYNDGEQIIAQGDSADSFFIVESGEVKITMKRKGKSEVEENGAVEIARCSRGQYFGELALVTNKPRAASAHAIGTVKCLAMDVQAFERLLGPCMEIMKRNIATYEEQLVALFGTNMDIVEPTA
LANA DNA inh = KSHV C-LANA DNA binding inhibition; AID 504423; MBP-C-LANA/FAM-LBS DNA binding, fluorescence polarization; inhibition, % at 9 µM; hit rate 0.078% among 340,000;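 active means highest replicate inhibition at or above 60% at 9 µM, even if other replicates fall short; inactive means all replicates below 60% inhibition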;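 further: 0% = neutral control wells and 100% = 4 µM acridine orange control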
RTF Ca sens inh = cardiac RTF calcium desensitization. AID 493244. IANBD-labeled cardiac RTF, Ca2+ fluorescence. hit rate 0.12% among 340,000. inhibition, % at 7.15 µM;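 active means inhibition above the mean inhibition of all tested compounds plus 3 SD, cut at about 17% in these data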;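 further: assay run at fixed EC70 calcium of 1.6 mM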
Starred values were filed as active, the others as inactive; ? = inconclusive; . = no result given. Compounds as they come; overall some 2.1% were active at least once.

SMILES	DAGLB inhibitor	SR-BI HDL uptake	Keap1-Nrf2 PPI	Arrestin-AP2 inh	SR-BI uptake up	PvdQ acylase	NSD2 inh	PKA-R2B activ	LANA DNA inh	RTF Ca sens inh
O=C(CCSc1ccccc1)Nc1ccccc1Br	-10	-12	-3	3	12	-5	-1	-7	0.2	-1
COc1ccccc1CC(=O)NN1C(=O)NC2(CCC(C)CC2)C1=O (configuration not stated)	2	-23	0	-3	23	-14	0	-15	-1.0	-14
O=C(CCC(=O)N(CC(=O)NC1CCCCC1)c1ccc(F)cc1)Nc1ccccn1	-1	.	1	1	.	1	1	-11	-2.4	8
O=C(c1ccc(Cl)nc1)N1CCN(S(=O)(=O)c2ccc(Cl)cc2)CC1	-1	-14	1	-9	14	-14	-3	-9	-1.7	0
Cc1ccc(OC(=O)COc2ccccc2C)cc1	-5	-17	-2	-7	17	-15	-2	-15	0.4	-6
Cc1ccc(-c2cc(Cc3ccc(N(C)C)cc3)c(=O)[nH]n2)cc1	.	-11	-5	-2	11	1	6	.	0.8	.
Cc1cc(=O)[nH]c(SCc2nnnn2-c2ccc(Cl)cc2)n1	0	-19	-6	8	19	-16	-3	7	-0.6	-10
Nc1c(N)c2ccccc2oc1=O	-4	-28	0	-7	28	-6	1	-5	1.1	-12
Cc1ccccc1OCC(=O)Nc1ccc(NC(=O)c2ccco2)cc1	-1	2	-3	6	-2	-19	0	2	1.6	-6
COc1ccc(C(=O)Oc2cc(C)c(CN3CCOCC3)cc2C)cc1OC	0	25	6	16	-25	-2	24	2	5.1	-2
Cc1ccn2cc(CCNS(=O)(=O)c3ccc(F)c(C(F)(F)F)c3)nc2c1	1	-22	4	16	22	-7	.	-6	-1.1	1
COC(=O)C(NC(=O)c1ccc(Cl)cc1)(Nc1nc(C)cs1)C(F)(F)F (configuration not stated)	1	6	-5	4	-6	-17	6	-3	0.7	-8
CCOc1cccc(NC(=O)c2ccc(S(=O)(=O)N(C)C)cc2)c1	-6	42	-3	-12	-42	-14	.	3	-0.1	-2
CCOC(=O)c1c(C)sc(Sc2ccc(Cl)cc2[N+](=O)[O-])c1OC	-7	33	0	30	-33	-2	3	-3	-0.8	-5
Cc1ccc(C(=O)Nc2cccc3ncccc23)cc1[N+](=O)[O-]	-1	6	2	31	-6	-11	-1	7	-2.2	-14
Cc1oc(S(=O)(=O)N2CCOCC2)cc1C(=O)Nc1ccc(Cl)cc1	-3	64	-3	-7	-64	-7	10	-5	-0.8	-1
Cc1cc(Cn2nc(-c3ccccc3)cc2C(=O)NCc2cccc(Br)c2)on1	-19	-16	-1	33	16	16	.	-23	-0.6	-7
Cc1cccc(NC(=O)C2=C(O)c3ccccc3N(C)S2(=O)=O)c1	1	-1	3	20	1	0	0	5	2.6	-1
CC[C@@H]1C(c2ccc(F)cc2)=NN(c2ccccc2)[C@H]1C(=O)N1CCOC1=O	-1	19	-18	-3	-19	-12	.	-1	-8.0	-3
COc1ccc2c(c1)CN(C)S(=O)(=O)c1ccccc1-2	0	13	0	-9	-13	-15	.	3	3.9	-6

Compound profiles, as listed above. Values in the order: DAGLB inhibitor, SR-BI HDL uptake, Keap1-Nrf2 PPI, Arrestin-AP2 inh, SR-BI uptake up, PvdQ acylase, NSD2 inh, PKA-R2B activ, LANA DNA inh, RTF Ca sens inh
Results for Cc1cc(=O)[nH]c(SCc2nnnn2-c2ccc(Cl)cc2)n1 → 0, -19, -6, 8, 19, -16, -3, 7, -0.6, -10
Results for Nc1c(N)c2ccccc2oc1=O → -4, -28, 0, -7, 28, -6, 1, -5, 1.1, -12
Results for COc1ccccc1CC(=O)NN1C(=O)NC2(CCC(C)CC2)C1=O (configuration not stated) → 2, -23, 0, -3, 23, -14, 0, -15, -1.0, -14

Following part
SMILES	DAGLB inhibitor	SR-BI HDL uptake	Keap1-Nrf2 PPI	Arrestin-AP2 inh	SR-BI uptake up	PvdQ acylase	NSD2 inh	PKA-R2B activ	LANA DNA inh	RTF Ca sens inh
O=C(Nc1ccc2c(c1)OCCO2)c1ccc2nccnc2c1	-1	35	-2	20	-35	10	2	0	-2.0	-11
NS(=O)(=O)c1ccc(NC(=O)COC(=O)C2CCCCC2)cc1	-2	-5	-1	-5	5	1	2	1	1.3	-17
O=c1[nH]cnc2cc(Cl)ccc12	0	1	-3	0	-1	-3	.	-11	-0.3	-2
COc1ccc(CCNC(=O)CSc2nnc3ccccn23)cc1	-1	-18	-7	-11	18	-1	3	6	-1.1	-13
COc1ccc2[nH]c3c(c2c1)CCN1C(=O)C(CC(=O)NC(C)(C)C)C[C@H](C(=O)N2CCCCC2)[C@@]31CCc1ccccc1 (some centres not stated)	0	-14	-3	4	14	-17	.	-4	-1.3	-4
CCOc1ccc(S(=O)(=O)NCCC(=O)OCC(=O)Nc2cc(C)on2)cc1	-1	-2	-1	-3	2	-1	-3	-1	-1.3	-7
c1ccc(NCc2cccc3ccccc23)nc1	-1	10	-1	-5	-10	-21	1	-8	2.7	-4
Cc1ccc(C)c(NC(=O)COC(=O)CCC(=O)c2cccs2)c1	2	-24	-2	-37	24	-6	-2	-11	-0.4	-7
CCCn1cc(SCC(=O)NCc2ccco2)c2ccccc21	0	24	-5	6	-24	-12	5	-5	0.6	-5
O=C(Nc1nnc(SCc2ccc(F)cc2)s1)c1cnccn1	4	-7	-1	7	7	-8	-2	-4	0.7	-9
O=C(NCC1CCCO1)Nc1ccccc1 (configuration not stated)	1	-30	5	-8	30	-14	-1	-6	-0.2	-9
NS(=O)(=O)c1ccc(CNC(=O)/C=C/c2ccccc2[N+](=O)[O-])cc1	-1	11	1	20	-11	-3	2	5	0.2	11
COc1ccc2c(=O)c3c(=O)n(-c4ccccc4)c(-c4ccc(C)cc4)nc3oc2c1	0	92*	1	-10	-92	-10	19	5	-2.1	3
CC(=O)N1c2ccc(S(=O)(=O)N3CCC(C(=O)N4CCN(c5ccc(Cl)cc5)CC4)CC3)cc2CC1C (configuration not stated)	1	67	-1	10	-67	-18	-3	-6	-1.5	3
CCc1nnc(NC(=O)CSc2nncc(=O)n2N)s1	-7	-16	5	42	16	-1	-4	4	1.2	4
CCNC(=O)/C(=C/c1ccco1)NC(=O)/C=C/c1ccccc1	-4	-18	1	14	18	6	3	-3	0.3	6
O=C(CCC(=O)Nc1ccc(F)cc1)N/N=C/c1cccc(Br)c1	4	8	1	4	-8	-8	1	0	-0.2	-4
COc1cccc(C2=NOC(C(=O)N3CCOCC3)C2)c1 (configuration not stated)	0	-22	-6	10	22	2	-4	4	0.5	-1
CC(=O)Oc1cc(OC(C)=O)c2c(C)cc(=O)oc2c1	0	-3	0	2	3	-16	2	-8	-0.6	-6
Cc1ccc(F)cc1NC(=O)Nc1cc(C(C)(C)C)nn1C	3	-7	1	-4	7	-8	0	5	-0.6	-2
O=C(NCc1ccccn1)Nc1ccc(Cl)cc1Cl	-1	9	0	36	-9	4	-1	7	1.3	0
CC(=O)COc1cc(C)cc2oc(=O)c(C)c(C)c12	0	-2	-2	-4	2	0	0	1	0.3	10
C=CCn1c(O)c(N=NC(=S)Nc2ccccc2C)c2cc(S(=O)(=O)N3CCOCC3)ccc21	6	9	-2	3	-9	-8	-2	-2	0.4	-6
CC1CCN(S(=O)(=O)c2cccc(C(=O)N(C)C3(C)CCS(=O)(=O)C3)c2)CC1 (configuration not stated)	1	7	1	-3	-7	-9	-1	5	1.2	-4
COc1cc(C2c3[nH]c4ccccc4c3C[C@H]3C(=O)N(CCO)CC(=O)N23)cc(OC)c1OC (some centres not stated)	2	-23	2	-3	23	-8	-2	1	-1.5	-13
COc1ccc2c(c1)CCc1c(C(=O)N(C)c3ccccc3)noc1-2	-6	9	-2	9	-9	-9	.	3	-1.8	7
COCCSc1ccccc1C(=O)N1CCN(c2ccccc2)CC1	4	7	1	32	-7	-6	5	6	1.5	-5
Cc1cccc(C(=O)N[C@H](C(=O)Nc2nc3ccccc3[nH]2)C(C)C)c1	0	7	-3	-4	-7	-9	6	-6	0.4	-5
CC(OC(=O)c1ccc2c(=O)n3c(nc2c1)CCCCC3)C(=O)Nc1ncc(Cl)cc1Cl (configuration not stated)	-2	7	3	0	-7	0	-1	-5	-2.5	11
Cc1ccc(OCc2cc(C(=O)N(C)CCc3ccccn3)no2)cn1	0	-8	5	13	8	-15	-1	-1	1.8	-12
COc1ccc(CCC(=O)Nc2ccc(C)c(S(=O)(=O)N(C)C)c2)cc1OC	0	37	-4	0	-37	-6	-1	-5	-0.2	14
Brc1ccc(-c2csc(N3CCCCCC3)n2)cc1	-10	6	-7	-8	-6	-10	-8	-4	1.1	-2
Nc1nnc(SCc2ccccc2)n1-c1ccccc1	-1	-24	-2	-1	24	-11	0	-3	1.8	4
CC1(C)CC(N(Cc2cccs2)C(=O)c2ccco2)CCO1 (configuration not stated)	-2	-33	0	25	33	-2	2	-13	0.1	0
CCOc1ccccc1NC(=O)c1ccc(S(=O)(=O)N(C)c2ccccc2)cc1	-13	42	-2	-11	-42	-14	-1	-10	1.6	-10
NC1=C(O)C(=O)C(c2ccccc2)O1 (configuration not stated)	-3	1	0	-7	-1	-16	-3	-2	2.9	-6
Cc1ccc(S(=O)(=O)CCC(=O)Nc2nnc(-c3ccco3)o2)cc1	0	-42	-1	37	42	-3	-2	-4	0.8	-6
N=C(c1ccc([N+](=O)[O-])cc1)N1CCCCC1	2	-6	-6	3	6	8	-1	-4	0.1	-17
CNCc1cc(Br)c(OCC(=O)Nc2ccccc2OC)c(OC)c1	3	24	0	8	-24	-10	73*	0	2.3	-10
CSc1nnnn1-c1ccc(C(=O)OCC(=O)N2CCOCC2)cc1	0	-24	-5	8	24	-3	19	-9	-2.0	-4
Cc1cc2[nH]c(=O)c3ccccc3n2n1	0	-1	0	28	1	4	-7	-7	1.1	2
CCn1c(Cc2ccc(OC)cc2)nnc1SCC(=O)NC1CCCCC1	-1	-19	?	1	19	8	2	4	-3.1	2
O=C(NCC(c1ccco1)N1CCN(c2ccccc2F)CC1)c1ccco1 (configuration not stated)	0	8	-4	5	-8	-4	4	0	-0.3	0
CC(Sc1ncnc2sccc12)C(=O)Nc1ccc(S(=O)(=O)N2CCOCC2)cc1 (configuration not stated)	-1	-7	-1	21	7	0	1	1	-1.7	-6
COc1ccc(NC(=O)N(C)C[C@H]2Oc3c(NS(=O)(=O)c4cccs4)cccc3C(=O)N([C@H](C)CO)C[C@@H]2C)cc1	-3	-16	2	-3	16	-9	.	13	0.6	-7
CC(=O)c1ccc(S(=O)(=O)N2CCN(C(=O)CSc3ccc(F)cc3)CC2)cc1	1	.	1	0	.	-16	-2	13	0.2	-10
